HSF-1 GFP decrease: GFP reporter loss versus dox-driven RFP – NIH3T3 R4 cells, cherry-pick, set 3, dose response (AID 493083). NIH3T3 R4 HSF-1 GFP reporter, heat shock, 48 h. activity change, negative = inhibition, % at the top dose, mostly 19.5 µM; hits show AC50 in µM. actives 4% (n = 2,400);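 active = compounds lowering signal whose fitted AC50 is at most ten times the top tested dose; inconclusive = flat fit with moderate inhibition, or poor curve fit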;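 also: 0% = neutral control wells and -100% = didemnin B positive control; many of its hits are not listed in these tables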
* = called active by the depositor.

Sample of the layout (2 entries):
How did CC1(C)C[C@H]2C=C(C=O)[C@]3(C=O)C[C@]3(C)[C@H]2C1 do in these assays?
HSF-1 GFP decrease: inconclusive

Results for COc1ccc(C[C@H]2NC[C@H](O)[C@H]2OC(C)=O)cc1 ?
HSF-1 GFP decrease: 0.55µM*

The list itself (from the top)
How did CC1(C)C[C@H]2C=C(C=O)[C@]3(C=O)C[C@]3(C)[C@H]2C1 do in these assays?
HSF-1 GFP decrease: inconclusive

Results for COc1ccc(C[C@H]2NC[C@H](O)[C@H]2OC(C)=O)cc1 ?
HSF-1 GFP decrease: 0.55µM*

How did O=C(c1ccc2c(c1)OCO2)N1CCC2(CC1)OCCO2 do in these assays?
HSF-1 GFP decrease: -5%

How did NC(=O)CSc1nnc([C@@H](N)Cc2c[nH]c3ccccc23)o1 do in these assays?
HSF-1 GFP decrease: -5%

How did CCCC[N+]12CCC(CC1)C(C(O)(c1ccccc1)c1ccccc1)C2 (configuration not stated) do in these assays?
HSF-1 GFP decrease: -2%

Results for COc1cc(OC)c2c(c1)OCC1CON(C)C21 (configuration not stated) ?
HSF-1 GFP decrease: -11%

Results for CCOP(=O)(OCC)c1cccc(OP(=O)(c2cccc([N+](=O)[O-])c2)c2cccc([N+](=O)[O-])c2)c1 ?
HSF-1 GFP decrease: -3%

Two records drawn at random from the list so far:
Results for CCOP(=O)(OCC)c1cccc(OP(=O)(c2cccc([N+](=O)[O-])c2)c2cccc([N+](=O)[O-])c2)c1 ?
HSF-1 GFP decrease: -3%

How did NC(=O)CSc1nnc([C@@H](N)Cc2c[nH]c3ccccc23)o1 do in these assays?
HSF-1 GFP decrease: -5%

The list is partial; rates above refer to the full screens.
